Source: PubChem (Southern Research Specialized Biocontainment Screening Center)
PhoP GFP inhibition: PhoP regulon inhibitors, Salmonella typhi PhoP promoter GFP reporter, confirmatory (AID 1850); Salmonella Typhi PhoP-promoter GFP reporter, fluorescence, 4 h; higher % means a stronger effect; inhibition, % at 50 µM; hits with a dose series show IC50 in µM; actives 0.33% (n = 310,000); in the data active means a potency from the dose series; inconclusive means inhibition mostly from about 25% at the one dose, without a potency; inactive means the rest, 99 in 100 with inhibition below about 19%;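 further: 0% = induced wells with vehicle and 100% = uninduced wells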
tuberculosis growth: growth inhibition of non-replicating M. tuberculosis (AID 488890); Mycobacterium tuberculosis non-replicating, growth inhibition; higher % means a stronger effect; inhibition, % at 25 µM; hits with a dose series show IC50 in µM; actives 0.39% (n = 320,000); in the data active means a potency from the dose series; inconclusive means inhibition mostly from about 82% at the one dose, without a potency; inactive means the rest, 99 in 100 with inhibition below about 76%;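 further: plate controls were DMSO cells for no effect and high antibiotic wells for full effect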
VEEV TC-83 Vero: inhibitors of VEEV TC-83 cytopathic effect, confirmation, Vero cells (AID 588727). actives 0.13% (n = 350,000). Vero cells, VEEV TC-83 cytopathic effect inhibition; higher % means a stronger effect. one-dose inhibition, % at 20 µM; IC50 in µM for titrated hits; in the data active means a potency from the dose series; inconclusive means inhibition mostly from about 14% at the one dose, without a potency; inactive means the rest, 99 in 100 with inhibition below about 12%; further: strong numbers were not always called active
influenza NS1A: H1N1 influenza NS1A inhibitors, functional cell based assay (AID 504329). one-dose inhibition, % at 12.5 µM; IC50 in µM for titrated hits. actives 0.3% (n = 340,000). NS1A functional cell-based assay, percent inhibition; higher % means a stronger effect; in the data active means a potency from the dose series; inconclusive means inhibition above about 27% without an active follow-up result; further: strong numbers were not always called active
M. tuberculosis HTS: M. tuberculosis growth inhibition, HTS (AID 449762); M. tuberculosis H37Rv growth inhibition, 7H9 media; higher % means a stronger effect; one-dose inhibition, % at 25 µM; IC50 in µM for titrated hits; actives 0.59% (n = 330,000); in the data active means a potency from the dose series; inconclusive means inhibition above about 70% without an active follow-up result;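 further: bacterial growth assessed after seven days of incubation; strong numbers were not always called active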
VEEV TC-83 Vero 10K pilot screen: second read-out of VEEV TC-83 Vero, no call of its own (marks repeat the call); inhibition, %; measured here: 10K pilot screen inhibition
* = called active by the depositor; i = inactive; u = inconclusive; x = not tested or not shown; & = joins results of further samples.

SMILES | PhoP GFP inhibition | tuberculosis growth | VEEV TC-83 Vero | influenza NS1A | M. tuberculosis HTS | others
CSc1nc(=NC(C)=O)ss1 | -7% | 47% | i | -1% | -4% | VEEV TC-83 Vero 10K pilot screen=1.3
CC(C)(C)c1nc(S(=O)(=O)c2ccc(Cl)cc2)c(N2CCOCC2)o1 | -13% | -6% | 1.7% | 0% | 1%
O=C(CNC(=O)c1ccccc1Cl)NCCc1cccs1 | x | 16% | 0.1% | -1% | 3%
O=C(N/N=C/C1CC2CCC1C2)c1ccc2c(c1)OCO2 (stereo not drawn) | 4% | 23% | i | 5% | -4%
O=C(CSc1cccc[n+]1[O-])Nc1cc(S(=O)(=O)N2CCOCC2)ccc1N1CCOCC1 | -5% | -8% | 1.1% | -2% | -2%
CC(C)=CC(=O)Nc1ccc(Br)cc1 | -1% | 10% | 1.0% | 4% | -5%
Nc1[nH]c(N=NC(=O)c2ccc(F)cc2)c2ccccc12 | -5% | 2% | 3.2% | 12% | 0%
CCN(CC)CC(C)OC(=O)COc1ccc(OC)cc1 (stereo not drawn) | 4% | 5% | i | 1% | 6%
Cn1c(O)c(/C=N/Nc2ccccc2)c(=O)n(C)c1=O | -9% | 17% | 0.3% | -6% | u
CCCCCCC[C@H](N)[C@H](O)C(=O)N(C)[C@@H](CCS(C)=O)C(=O)N[C@@H](Cc1ccc(O)cc1)C(=O)N[C@@H](Cc1ccc(O)cc1)C(=O)O (stereo partly drawn) | -7% | -8% | 0.1% | -4% | -7%
CN1CCN(CC(=O)N/N=C/c2ccc(F)c(F)c2)CC1 | 0% | -7% | 1.1% | 6% | -2%
NC(=O)CC[C@H](NC(=O)c1ccc(F)cc1)C(=O)OCC(=O)Nc1ccc(N2CCOCC2)cc1 | 2% | 35% | 2.4% | 2% | -3%
COc1ccc(S(=O)(=O)N2CCOC2CNC(=O)C(=O)NCc2ccc3c(c2)OCO3)cc1 (stereo not drawn) | -8% | 8% | 0.5% | -12% | -6%
O=C(O)c1ccc2c(=O)n3c(nc2c1)/C(=C/c1ccc(Cl)c(Cl)c1)CC3 | -5% | 14% | 1.3% | 1% | 1%
Clc1cccc(/C=N/Nc2nc(Cl)nc3ccccc23)c1 | -1% | -7% | 1.9% | 4% | 3%
C=CCN1C(=O)c2ccc(C(=O)OCC(=O)Nc3ccccc3OC)cc2C1=O | x | x | 1.7% | -8% | -11%
COc1ncccc1-c1nnn(-c2ccccc2)n1 | -8% | 13% | 0.6% | -7% | -2% | VEEV TC-83 Vero 10K pilot screen=3.1
C#CCOCCOCCOCCNc1nc(N2CCN(C(=O)[C@H](CCC(=O)O)n3cc(C(N)CC(C)C)nn3)CC2)nc(N2CCN(C(=O)[C@H](Cc3ccc(O)cc3)n3cc(C(N)CC(C)C)nn3)CC2)n1 (stereo partly drawn) | -2% | 1% | i | 16% | 5%
Cc1ccc2c(c1)c1c3n2CCCN(Cc2ccccc2)C3CCC1 (stereo not drawn) | 1% | 15% | i | -6% | 38%
Cc1c(NC(=O)C(C)Sc2nnc(-c3ccccc3)o2)c(=O)n(-c2ccccc2)n1C (stereo not drawn) | 2% | -11% | i | -1% | -4%
Cc1cc(SCC(=O)OCC(=O)N2CCN(C(=O)c3ccco3)CC2)c(C)cc1Br | -6% | 61% | 0.6% | -3% | -11%
CCOc1cccc(-c2nc3cc(C)ccc3o2)c1 | 8% | 0% | 0.9% | 18% | -3%
COc1ccc(C2CC(c3cccs3)=NN2C(=O)CSc2nnc(N)s2)cc1OC (stereo not drawn) | -3% | 13% | 1.0% | 4% | -4%
C=CCn1c(SCC(C)=O)nc2scc(-c3ccco3)c2c1=O | -22% | -9% | 2.8% | 2% | 11%
COc1ccc(-c2nc(C#N)c(NCc3cccnc3)o2)cc1OC | 2% | 6% | 1.9% | -5% | -2%
Cc1noc(C)c1C(=O)N1CCCc2ccccc21 | 7% | 6% | 3.1% | 0% | 4%
Cc1ccsc1C(=O)N1CCC(N2CCC(C(=O)NCC3CCCO3)CC2)CC1 (stereo not drawn) | -6% | 2% | i | 0% | 0%
Cc1ccc(CSCc2nc3ccccc3[nH]2)cc1 | x | x | 0.9% | 3% | x
CC(=O)c1ccc(NC(=O)NCc2ccc(F)cc2)cc1 | 8% | -2% | 1.3% | 1% | -3%
CCCCc1c(O)nc(SCC(=O)NC(C)(C)C)n(-c2ccccc2C)c1=O | 8% | 2% | 0.5% | 9% | 3%
O=C(O)c1cccnc1SC1CC(=O)N(c2ccc(OC(F)F)cc2)C1=O (stereo not drawn) | 1% | 16% | 3.2% | 1% | 0%
NC(=O)c1ncn([C@@H]2O[C@H](CNCc3cc(Cl)ccc3OCc3ccc(Cl)cc3)[C@@H](O)[C@H]2O)n1 | x | x | i | -10% | x
CC(=O)c1ccc(OCCCC(=O)Nc2ccc(C)c(S(=O)(=O)N3CCCCC3)c2)cc1 | x | x | 7.4% | -3% | x
Cc1ccc(S(=O)(=O)Nc2cccc(C(=O)NCc3ccc(S(N)(=O)=O)cc3)c2)cc1 | 5% | -8% | i | -2% | 9%
CN(C)c1ccc(/C=C/C(=O)c2c(O)c3ccccc3oc2=O)cc1 | -39% | 34% | 2.2% | 5% | -7%
CCOC(=O)C1=C(c2ccccc2)NC(=O)NC1c1ccsc1 (stereo not drawn) | -2% | 12% | i | 0% | 0%
Cc1c(C(=O)N2CCCCC2)nnn1-c1nonc1N | 3% | -10% | 2.8% | -21% | -3%
CC(=O)Nc1nc2ccccc2n1Cc1ccccc1C | -15% | u | i | -10% | u
CCC12CN3CCN(CC(C3)/C1=N\NC(=O)c1ccc(F)cc1)C2 | 3% | -6% | 1.0% | 0% | 12%
O=C(COc1coc(CN2CCN(c3ccccc3F)CC2)cc1=O)N1CCc2ccccc21 | -2% | -22% | 0.7% | -6% | 4%

The final 6 entries of the section above are carried over, then new ones follow:
SMILES | PhoP GFP inhibition | tuberculosis growth | VEEV TC-83 Vero | influenza NS1A | M. tuberculosis HTS | others
CN(C)c1ccc(/C=C/C(=O)c2c(O)c3ccccc3oc2=O)cc1 | -39% | 34% | 2.2% | 5% | -7%
CCOC(=O)C1=C(c2ccccc2)NC(=O)NC1c1ccsc1 (stereo not drawn) | -2% | 12% | i | 0% | 0%
Cc1c(C(=O)N2CCCCC2)nnn1-c1nonc1N | 3% | -10% | 2.8% | -21% | -3%
CC(=O)Nc1nc2ccccc2n1Cc1ccccc1C | -15% | u | i | -10% | u
CCC12CN3CCN(CC(C3)/C1=N\NC(=O)c1ccc(F)cc1)C2 | 3% | -6% | 1.0% | 0% | 12%
O=C(COc1coc(CN2CCN(c3ccccc3F)CC2)cc1=O)N1CCc2ccccc21 | -2% | -22% | 0.7% | -6% | 4%
O=C(Nc1cccnc1)C12CC3CC(CC(C3)C1)C2 | 4% | 0% | 0.7% | -6% | 4%
NNC(=O)COc1ccccc1F | -4% | -7% | 2.0% | -5% | -4%
O=C(CN1C(=O)c2ccccc2C1=O)OCC(=O)c1ccc(F)cc1 | -1% | 1% | 3.5% | -5% | 4%
O=C(NCCN1CCCCC1)c1ccc(Cl)nc1Cl | -9% | 22% | i | -4% | 9%
O=S(=O)(Nc1nc2ccccc2nc1N1CCN(c2ccccc2F)CC1)c1ccc(Cl)cc1 | -11% | -2% | i | 19% | -14%
O=C(NN1C(=O)C2CCCCC2C1=O)c1ccco1 (stereo not drawn) | -1% | -14% | 1.7% | -16% | -11%
CCc1cc(=O)oc2c(C)c(OCC(=O)NCCCN3CCOCC3)ccc12 | 7% | -8% | i | 13% | 2%
Cc1ccnc(NC(=O)C2CCN(S(=O)(=O)c3ccc4ccccc4c3)CC2)c1 | -2% | -12% | 5.5% | -2% | 20%
CCCc1nn2c(=O)cc(CSCC(=O)Nc3ccccc3OC)nc2s1 | -49% | 34% | 2.9% | 6% | 3%
C=CCOc1ccc(CC2C(=O)N(C)C(=O)N(C)C2=O)cc1 | -5% | 15% | 2.3% | 13% | -7%
N=C1/C(=C\c2coc3ccccc3c2=O)C(=O)N=C2SC(c3ccncc3)=NN12 | 5% | 2% | 1.1% | 13% | 3%
O=C(O)COc1ccccc1/C=N/NC(=O)CSc1nnc(-c2ccc(Cl)cc2)n1C1CCCCC1 | 6% | 19% | i | 1% | 8%
Cc1cc(C)c2nc(C)cc(Nc3ccc(C(=O)N4CCOCC4)cc3)c2c1 | 7% | -6% | 0.9% | 14% | 5%
CC1CN(C(=S)Nc2cccc([N+](=O)[O-])c2)CC(C)O1 (stereo not drawn) | -6% | 25% | 0.1% | -9% | 3%
CCC(C)NC(=O)c1cnn2c(C)c3c(nc12)CCCC3 (stereo not drawn) | 5% | 2% | 1.1% | -4% | -4%
Cc1cccc(CN2CCC(n3nccc3NC(=O)CCCc3ccccc3)CC2)n1 | -10% | -4% | 2.4% | -6% | -2%
CCN(c1ccccc1)S(=O)(=O)c1ccc(C(=O)N2CC(C)CC(C)C2)cc1 (stereo not drawn) | 10% | 17% | 4.8% | -7% | -9%
CCCc1cc(C(=O)NCc2cccnc2)no1 | 6% | 11% | 0.3% | 0% | 4%
CC1(c2ccccc2)NC(=O)N(CC(=O)Nc2nnc(C3CC3)s2)C1=O (stereo not drawn) | 0% | -9% | 5.9% | -2% | -19%
CCOC(=O)c1cc(-c2cc3ccccc3o2)n[nH]1 | -4% | 8% | 2.1% | 19% | -7%
c1ccc(-c2nnc(-c3ccncc3)o2)cc1 | -7% | 23% | 1.5% | 0% | -6%
CCc1ccc(OCC(=O)Nc2ccc(S(=O)(=O)Nc3cc(C)on3)cc2)c(Br)c1 | 0% | 28% | 1.8% | -2% | 2%
Cc1ccc(S(=O)(=O)NCC(=O)OCC(=O)NCCc2ccccc2)cc1 | 0% | -14% | 0.7% | -6% | -2%
CCc1cccc2c3c([nH]c12)C(CC)(CC(=O)O)OCC3 (stereo not drawn) | -3%&7% | 14% | 0.5% | 5% | 0%

Entries shown so far that have bromine (3):
SMILES | PhoP GFP inhibition | tuberculosis growth | VEEV TC-83 Vero | influenza NS1A | M. tuberculosis HTS | others
CC(C)=CC(=O)Nc1ccc(Br)cc1 | -1% | 10% | 1.0% | 4% | -5%
Cc1cc(SCC(=O)OCC(=O)N2CCN(C(=O)c3ccco3)CC2)c(C)cc1Br | -6% | 61% | 0.6% | -3% | -11%
CCc1ccc(OCC(=O)Nc2ccc(S(=O)(=O)Nc3cc(C)on3)cc2)c(Br)c1 | 0% | 28% | 1.8% | -2% | 2%

Retrieved one by one from the entries so far, 4 records:
SMILES | PhoP GFP inhibition | tuberculosis growth | VEEV TC-83 Vero | influenza NS1A | M. tuberculosis HTS | others
CCc1cccc2c3c([nH]c12)C(CC)(CC(=O)O)OCC3 (stereo not drawn) | -3%&7% | 14% | 0.5% | 5% | 0%
c1ccc(-c2nnc(-c3ccncc3)o2)cc1 | -7% | 23% | 1.5% | 0% | -6%
Cc1ccc(S(=O)(=O)NCC(=O)OCC(=O)NCCc2ccccc2)cc1 | 0% | -14% | 0.7% | -6% | -2%
CCc1ccc(OCC(=O)Nc2ccc(S(=O)(=O)Nc3cc(C)on3)cc2)c(Br)c1 | 0% | 28% | 1.8% | -2% | 2%
